# OX1R antag: OX1R (human) antagonism; 330,000 tested, 1.8% active; OX1R-expressing cells, FRET antagonist read-out; O43613; inhibition, % at 6.6 µM; AID 485270; in the data active means inhibition mostly above about 38%, no sharp cut-off; inactive means mostly below about 40%;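 further: 0% = agonist challenge alone and 100% = reference antagonist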
# Target sequence (O43613 whole entry, looked up): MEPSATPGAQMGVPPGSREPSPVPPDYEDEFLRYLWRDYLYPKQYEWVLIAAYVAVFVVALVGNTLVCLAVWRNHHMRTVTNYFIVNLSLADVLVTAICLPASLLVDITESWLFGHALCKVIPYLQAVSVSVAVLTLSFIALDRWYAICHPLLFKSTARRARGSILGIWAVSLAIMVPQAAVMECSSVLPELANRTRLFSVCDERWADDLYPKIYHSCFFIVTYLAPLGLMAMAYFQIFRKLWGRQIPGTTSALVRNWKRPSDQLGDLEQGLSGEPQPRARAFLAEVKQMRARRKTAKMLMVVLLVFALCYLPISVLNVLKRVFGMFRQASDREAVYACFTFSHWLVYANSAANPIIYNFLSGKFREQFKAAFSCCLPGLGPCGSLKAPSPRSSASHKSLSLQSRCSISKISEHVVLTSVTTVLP
# STK33 kinase inh: inhibitors of human STK33 kinase; Q9BYT3; purified STK33, MBP phosphorylation, ADP-Glo luminescence; inhibition, % at 10 µM; 320,000 tested, 0.073% active; AID 2661;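 active means inhibition at or above 25%, using the most active replicate where run in duplicate; inactive means inhibition below 25%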
# Target sequence (Q9BYT3 whole entry, looked up): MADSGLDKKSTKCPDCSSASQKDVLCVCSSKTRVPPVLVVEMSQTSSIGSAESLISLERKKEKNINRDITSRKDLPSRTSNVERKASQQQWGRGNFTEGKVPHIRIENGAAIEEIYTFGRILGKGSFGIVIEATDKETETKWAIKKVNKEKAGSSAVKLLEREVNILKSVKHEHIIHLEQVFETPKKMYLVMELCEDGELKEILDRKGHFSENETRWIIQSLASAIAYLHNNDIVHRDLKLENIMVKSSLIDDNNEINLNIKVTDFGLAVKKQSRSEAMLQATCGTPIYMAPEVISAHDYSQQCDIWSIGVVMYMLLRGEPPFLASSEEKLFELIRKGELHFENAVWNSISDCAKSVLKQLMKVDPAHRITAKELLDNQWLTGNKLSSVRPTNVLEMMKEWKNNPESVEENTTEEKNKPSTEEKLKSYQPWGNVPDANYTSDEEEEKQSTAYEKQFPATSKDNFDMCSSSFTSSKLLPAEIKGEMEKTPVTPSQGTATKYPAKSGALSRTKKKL
# Starred values were filed as active, the others as inactive; x = not tested or not shown; & = joins results of further samples.
OX1R antag,STK33 kinase inh,SMILES
17,0.9,CCCCC(=O)NC(Nc1sc2c(c1C(N)=O)CCCC2)(C(=O)OCC)C(F)(F)F (configuration not stated)
-3,-0.9,CCC1CCCCN1C(=S)Nc1ccc(OC(F)F)cc1 (configuration not stated)
36*,0.0,Cc1ccc(C)c(C(=O)COC(=O)c2n[nH]c3ccccc23)c1
12,-1.2,Cn1nc(OC(=O)Nc2ccc(F)cc2)cc1C(F)(F)F
18,0.3,Cc1nc(CN(C)Cc2nc(Cc3ccccc3Cl)no2)cs1
20,-2.2,CCC1Oc2ccc(C)cc2N(CC(=O)N(Cc2ccc(C)o2)C2CCCC2)C1=O (configuration not stated)
9,0.0,COc1cc2ccccc2cc1C(=O)Nc1nnc(-c2ccncc2)o1
3,-3.7,Cc1ccn2c(Nc3ccccc3C)c(-c3cccnc3)nc2c1
19,-0.5,Cc1cccc(NC(=O)C23CCC(C)(/C(=N/O)C2)C3(C)C)c1 (configuration not stated)
6,0.1,COc1ccccc1Cn1c(=S)[nH]c2ccccc2c1=O
-3,-1.6,O=C(COC(=O)/C=C/c1ccc(Br)o1)NC1CCCCC1
21,-0.7,Cc1ccccc1N/C(SCc1ccc(Cl)cc1)=C(/C#N)C(N)=O
24,0.1,COc1ccc(/C=N/NC(=O)c2ccc(CN3c4cccc5cccc(c45)S3(=O)=O)cc2)cc1
20,-1.0,COC(=O)c1cc(OC)c(OC)cc1NCC(=O)Nc1cccc(C(F)(F)F)c1
15,-1.8,Cc1ccccc1C(=O)c1cccn1CC(=O)NCC1CCCO1 (configuration not stated)
0,-2.7,CC1CCN(CCCNC(=O)C2CCC(CNS(=O)(=O)c3ccccc3)CC2)CC1 (configuration not stated)
4,-0.8,N#CCCN(C(=O)CSc1n[nH]c(=O)[nH]c1=O)c1ccccc1
7,-3.2,COc1cc(NS(=O)(=O)c2ccc(NC(=O)Cc3ccccc3)cc2)nc(OC)n1
9,-0.8,CC(C)(C)C1CCc2onc(C(=O)Nc3cccc(O)c3)c2C1 (configuration not stated)
2,-0.6,Cc1ccc2[nH]cc(S(=O)(=O)c3ccc(F)cc3)c(=O)c2c1
15,-1.1,CCOC(=O)c1cnc(SCc2nc(N)nc(Nc3ccc(C)cc3)n2)nc1N
31,-0.3,O=[N+]([O-])c1ccc(NC(=S)N2CCOCC2)cc1
7,-0.7,CCCc1nnc(NC(=O)CCC(=O)NCCc2ccc(Cl)cc2)s1
9,4.2,Cc1cccc(NCC(=O)N/N=C\c2ccc[nH]2)c1
6,-0.4,COc1ccc(C(=O)Oc2cc(C)[nH]c(=O)c2[N+](=O)[O-])cc1
7,0.8,Cc1cc(C(C)(C)C)cc(S(=O)(=O)Nc2cccc(C(=O)O)c2)c1C
7,16,CCCCOC(=O)n1ccc(C(=O)Nc2ccccc2OC)n1
x,-1.6,Cc1ccccc1NC(=S)N1CCCCCC1
8,0.3,O=C(CCn1nc(-c2ccc(Cl)cc2)c2ccccc2c1=O)NN1CCOCC1
15,1.0,O=C(c1cccc(S(=O)(=O)N2CCCCC2)c1)N1CCc2ccccc21
10,-3.0,COc1cc2c(cc1OC)C(COc1ccccc1OC)N(C(=O)C(C)(C)C)CC2 (configuration not stated)
20,-1.4,COc1ccc(N(CC(=O)Nc2ccc(C)cc2C)S(=O)(=O)c2ccccc2[N+](=O)[O-])c(OC)c1
15,0.7,CCOc1ccc(Nc2nc(N3CCCC3)nc(N3CCN(c4ccc(OC)cc4)CC3)n2)cc1
6,-2.1,COc1ccc(CNC(=O)CSc2nc3cccnc3s2)cc1
0,0.4,COc1ccc(N2CC(C(=O)OCC(=O)Nc3cc(C)on3)CC2=O)cc1 (configuration not stated)
13,0.5,COc1ccccc1OCc1nc(C#N)c(NCCCn2ccnc2)o1
-4,-1.1,Cc1cc2nccc(-c3ccc(F)cc3)n2n1
16,-4.4,CC1CCN(S(=O)(=O)c2cc(C(=O)N3CCN(c4ncccn4)CC3)ccc2Br)CC1
22,x,COc1ccc(NC(=O)N(Cc2ccc3c(c2)OCO3)C2CC(=O)N(c3ccc(OC)cc3)C2=O)cc1 (configuration not stated)
32,-0.2,COc1cccc(C(=O)Nc2ccccc2OC(F)(F)F)c1
13,-1.1,COc1ccc(CNC(=O)C2=CC(c3ccc(C)cc3)=NS(=O)(=O)N2C)cc1
14,-0.1,O=C(NCCCN1CCOCC1)c1cccc(S(=O)(=O)N2CCN(c3ccccc3)CC2)c1
21,0.8,CCOc1cc(C(=O)Nc2ccc3c4c(cccc24)C(=O)N3CC)cc(OCC)c1OCC
41*,-1.7,CCc1ccc(-c2cc(C)no2)cc1S(=O)(=O)NCCCN1CCN(c2ccccc2)CC1
6,0.2,CC(C)c1cc(NC(=O)c2ccccc2)cc(C(C)C)c1O
10,-0.6,N#CN=C1CCCCCN1CC(N)=O
9,-1.7,COc1ccc(C(=O)NCc2nnc(SCC(=O)N3CCc4ccccc43)n2CCc2ccccc2)cc1
11,0.0,Cc1nc(NS(=O)(=O)c2ccccc2)sc1NC(=O)Nc1ccc(Cl)cc1
10,-0.5,O=C(CN1CCCCC1)Nc1ccc(S(=O)(=O)NC2CCCCC2)cc1
x,0.4,COc1ccc(CCC(=O)NNC(=O)Nc2cc(Cl)ccc2C)cc1

# 6 consecutive compounds from above, for reference:
OX1R antag,STK33 kinase inh,SMILES
7,0.8,Cc1cc(C(C)(C)C)cc(S(=O)(=O)Nc2cccc(C(=O)O)c2)c1C
7,16,CCCCOC(=O)n1ccc(C(=O)Nc2ccccc2OC)n1
x,-1.6,Cc1ccccc1NC(=S)N1CCCCCC1
8,0.3,O=C(CCn1nc(-c2ccc(Cl)cc2)c2ccccc2c1=O)NN1CCOCC1
15,1.0,O=C(c1cccc(S(=O)(=O)N2CCCCC2)c1)N1CCc2ccccc21
10,-3.0,COc1cc2c(cc1OC)C(COc1ccccc1OC)N(C(=O)C(C)(C)C)CC2 (configuration not stated)

# Later entries.
OX1R antag,STK33 kinase inh,SMILES
10,-2.2,CN(C)Cc1ccccc1Sc1cccc2ccccc12
6,-1.1,O=[N+]([O-])c1ccc(Cl)cc1CN1CCCCCC1
-2,-0.9,CSCC[C@H](NC(=O)C1CCN(C(=O)[C@H](Cc2ccccc2)NS(=O)(=O)c2ccc(C)cc2)CC1)C(=O)O
6,-0.8,O=C(Cc1c(F)cccc1Cl)Nc1ccc(S(=O)(=O)Nc2nccs2)cc1
25,-1.2,N#Cc1ccc(-c2ccc(OCC(=O)NCCc3ccccc3)cc2)cc1
20,-0.6,NC(=O)c1ccc[n+](CC(=O)c2cccc([N+](=O)[O-])c2)c1
23,-1.1,CCN(CC)C(=O)CSc1nc2ccccc2n1CC(=O)N1CCN(c2ccccc2OC)CC1
17,-0.2,Cc1cc(NC(=O)c2ccccc2)cc(NC(=O)c2ccccc2)c1C
12,-1.4,Cc1cc(C)c(CN2CCN(C(=O)Cn3ccc(NC(=O)OCc4ccccc4)nc3=O)CC2)c(C)c1
11,0.0,O=C(NCCC1=CCCCC1)c1ccc(=O)oc1
-2,-1.1,Cc1nc(NCCc2ccccc2)sc1C(=O)O
2,-1.8,OCCC1CN(Cc2nc(-c3ccccc3)cs2)CCN1C1CCCC1 (configuration not stated)
12,1.7,CC(=O)NCCc1cc2ccc(C)c(C)c2[nH]c1=O
8,0.2,Cc1ccc2[nH]c(=O)c(CN(Cc3cccs3)Cc3nnnn3CC3CCCO3)cc2c1 (configuration not stated)
9,0.9,COc1ccc(N2CCN(C(=O)c3ccc(N4C(=O)NC5CC4(C)Oc4ccccc45)cc3)CC2)cc1 (configuration not stated)
6,-0.5,CCOc1ccc(N(CC(=O)Nc2ccc(CC)cc2)S(=O)(=O)c2c(C)[nH]c(=O)[nH]c2=O)cc1
10,-0.5,O=C(O)c1cccc(C(=O)O)c1
7,0.2,CCC(C)NCCCOc1ccc([N+](=O)[O-])cc1 (configuration not stated)
7,-0.1,CN(C(=O)CC1C(=O)NCCN1Cc1ccc(F)c(F)c1)C1CCCCC1 (configuration not stated)
11,-0.7,Cc1ccc(-c2nn(C)c(=O)c3ccccc23)cc1CO
-7,0.4,CC1C(=O)OC2C1CCC1(C)CCC(=O)C(C)C21 (configuration not stated)
12,0.7,COc1ccc(N(CC(=O)Nc2ccc(C)c(C)c2)S(=O)(=O)c2c(C)n[nH]c2C)cc1
26,-1.5,Cc1nc(-c2ccc(S(=O)(=O)NCc3cccnc3)s2)cs1
27,-0.2,Cc1cccc(NC(=O)COc2ccc3oc4c(c3c2)CCCC4)n1
9,-1.5,CCCC(=O)N1CCN(c2ccc(NC(=O)c3cccs3)cc2Cl)CC1

# Given with values under each structure: two of the compounds above.
# Each structure is followed by: OX1R antag | STK33 kinase inh
- Cc1nc(NCCc2ccccc2)sc1C(=O)O
→ -2 | -1.1
- OCCC1CN(Cc2nc(-c3ccccc3)cs2)CCN1C1CCCC1 (configuration not stated)
→ 2 | -1.8

# More results follow.
OX1R antag,STK33 kinase inh,SMILES
22,-0.5,N#Cc1ccc(Cl)cc1NC(=O)COC(=O)c1ccc(S(=O)(=O)N2CCCC2)cc1
16,1.5,O=C1NCCOC(=O)[C@@H](Cc2ccc(F)cc2)C/C=C\C[C@@H]1CC(=O)N(CCO)Cc1ccccc1
7&9,-0.6&-1.0,C[C@]12CCC(=O)C[C@@H]1CC[C@@H]1[C@@H]2CC[C@]2(C)[C@@H](C(=O)COC(=O)CCC(=O)O)CC[C@@H]12
2,0.5,C/C(=N\NC(N)=O)c1cc(Cl)cc(Cl)c1O
9,-2.1,Cc1nn(C(C)C(=O)NCc2ccccc2F)c(=O)c2nn(-c3ccccc3)c(C)c12 (configuration not stated)
9,0.0,O=C(Nc1nnc(C2CCCO2)s1)c1cccs1 (configuration not stated)
4,1.1,Cc1c(C(=O)N2CCCC2)sc(NC(=O)c2cccc(Cl)c2)c1C#N
9,1.0,CC(C)C[C@H]1CN=C(Nc2ccccc2)N1CCCC1CCCC1
53,2.1,COc1ccc(C(=O)NCCNc2ncc(C(F)(F)F)cc2Cl)cc1[N+](=O)[O-]
14,-1.5,COc1ccc(OC)c(-n2c(=S)[nH]c3cc(C(=O)N(C)Cc4ccccc4)ccc3c2=O)c1
6,-0.9,CC(=O)CCc1ccc2oc(C(=O)O)c(C)c2c1
58,14,COc1ccc(OC)c(Nc2nc(NCCCN(C)C)nc(N)c2[N+](=O)[O-])c1
6,2.8,COc1cc(/C=N/N(C)c2ccccc2)ccc1O
45,-0.5,Cc1ccc(S(=O)(=O)N2CCCCC2)cc1C(=O)Nc1ccc(N2CCOCC2)cc1
22,-2.3,O=C(COc1ccc(Br)cc1)NNC(=S)NCc1ccccc1
22,-2.7,Nc1nc2ccccc2n1/N=C/c1ccc(-c2ccccc2)o1
6,0.0,Cc1ccc(/C=N/N(Cc2ccccc2)c2ccccc2)o1
-4,-1.1,CC(NC(=O)CCC(=O)NCc1ccc(F)cc1)c1ccccc1 (configuration not stated)
8,-0.9,NS(=O)(=O)c1ccc(CCNC(=O)COC(=O)Cc2ccc([N+](=O)[O-])cc2)cc1
2,-0.2,CCOc1cc(C(c2c(C)[nH][nH]c2=O)c2c(C)[nH][nH]c2=O)ccc1OS(=O)(=O)c1ccccc1
34,-1.4,CNC(=S)Nc1ccc(OC(F)(F)F)cc1
16,0.6,Cc1ccc(NC(=O)C(OC(=O)c2ccc(F)cc2)c2ccccc2)cc1Cl (configuration not stated)
4,1.6,O=C(c1ccco1)N1CCN(C(=O)C2(S(=O)(=O)c3ccc(Cl)cc3)CC2)CC1
2,1.6,CC(=O)Nc1nc2c(s1)C(=O)NCC(C)(C)C2
53,-1.2,COc1ccccc1CNC(=O)CCNS(=O)(=O)c1cccc2nonc12
8,0.3,CS(=O)(=O)Nc1nc2n(n1)C(c1ccc(F)cc1)CC(c1ccccc1)N2 (configuration not stated)
6,2.5,COc1ccc(-n2c(SCC(=O)N3CCCCC3C)nnc2-c2cccnc2)cc1 (configuration not stated)
10,-1.5,CCCCNC(=O)c1onc(CSc2ccccn2)c1C(=O)NCCCC
17,-3.8,O=C(Cn1cc(C(=O)c2cccs2)c2ccccc21)NCC1CCCO1 (configuration not stated)
23,-1.9,COc1ccc(OCCCC(=O)N(C)CC(=O)Nc2ccccc2Cl)cc1
14,-0.8,COC(=O)c1c(NC(=O)C(=O)N2CCOCC2)sc2c1CCC2
45,-1.2,CN(Cc1c(C(=O)N/N=C/c2ccccc2F)nnn1-c1nonc1N)c1ccccc1
16,-1.0,Cc1ccc(C)c(S(=O)(=O)Nc2ccc(C(=O)NCC(c3ccco3)N3CCCCC3)cc2)c1 (configuration not stated)
10,0.6,COc1ccc(C(CNC(=O)c2cccc(NS(=O)(=O)c3ccccc3)c2)N(C)C)cc1 (configuration not stated)
12,-1.0,C/C(=N/Nc1ncc(C(F)(F)F)cc1Cl)c1ccncc1
20,-1.6,O=C(NCc1ccc(F)cc1)C1CC(=O)N(CCc2ccccc2)C1 (configuration not stated)
6,-2.5,COc1cc(NC(=O)C/C(C)=N/NC(=O)Cc2ccc(Cl)cc2)c(OC)cc1Cl
15,-0.1,O=C(Nc1ccc(Nc2ccccc2)cc1)c1ccco1
4,-0.7,CC(C)Cn1c(N)c(C(=O)COC(=O)c2cccn2C)c(=O)n(C)c1=O
21,-2.0,Cc1ccc(C)c(-n2c(SCC(=O)N3CCCC3)nnc2-c2ccccn2)c1
7,4.7,C/C(=C\CNc1ncnc2nc[nH]c12)CO
4,-0.9,CCOC(=O)c1ccc(NC(=O)C2CC(O)CN2S(=O)(=O)c2ccc(C)cc2)cc1 (configuration not stated)
6,-18,O=C(O)c1ccccc1C(=O)Nc1ccc(Oc2ccccc2)cc1
14,7.7,O=C(c1cccs1)N1CCc2ccccc21
3,-1.0,N#Cc1c(Nc2ccccc2)c(C=O)c[nH]c1=O

# An excerpt of these results, field by field.
N#Cc1ccc(-c2ccc(OCC(=O)NCCc3ccccc3)cc2)cc1
  OX1R antag = 25 | STK33 kinase inh = -1.2

NC(=O)c1ccc[n+](CC(=O)c2cccc([N+](=O)[O-])c2)c1
  OX1R antag = 20 | STK33 kinase inh = -0.6

# Assay outcomes: PubChem BioAssay, several laboratories
